High-throughput results from PubChem.
Luciferase inh: blocks Photinus pyralis firefly luciferase activity. P08659. purified firefly luciferase, luminescence, 8 min. Potency, µM (series often up to 57.1 µM), for the others: at the highest dose activity change, negative = inhibition, actives largely listed as inhibitors. hit rate 2.2% among 72,000. AID 411; further: potency means the concentration at half of the fitted maximal effect; on the % scale 0 is the no-effect control and ±100 the full control effect; nearly all actives have a fitted effect of over 40% in size
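Substrate buffer containing 10 uM ATP (pH 7.2 imidazole, Mg2+, KCl, detergent, BSA) is dispensed, compound pinned in, then luciferase/luciferin detector mix added. After 8 min at ambient temperature, light output is measured.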
Casp1 inh: blocks human caspase-1 allosterically or competitively | hit rate 0.03% among 75,000 | Potency, µM (doses to about 57.5 µM), for the others: top-dose activity change, negative = inhibition, most hits filed as inhibitors | AID 900 | P29466 | Caspase-1 enzyme, Ac-WEHD-AFC fluorogenic rate;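 further: potency means the concentration at half of the fitted maximal effect; plate controls were vehicle for no effect and no substrate for full effect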
USP2a inhib: inhibitors of human ubiquitin-specific protease USP2a. USP2a enzymatic assay, qHTS inhibition. O75604. Potency, µM (series often up to 38.3 µM), for the others: at the top dose activity change, negative = inhibition, usual class: inhibitors. hit rate 0.1% among 60,000;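 further: potency means the concentration at half of the fitted maximal effect; nearly all actives have a fitted effect of over 60% in size; plate controls were DMSO for no effect and NEM full inhibition control for full effect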
Target sequence (O75604 whole entry, looked up): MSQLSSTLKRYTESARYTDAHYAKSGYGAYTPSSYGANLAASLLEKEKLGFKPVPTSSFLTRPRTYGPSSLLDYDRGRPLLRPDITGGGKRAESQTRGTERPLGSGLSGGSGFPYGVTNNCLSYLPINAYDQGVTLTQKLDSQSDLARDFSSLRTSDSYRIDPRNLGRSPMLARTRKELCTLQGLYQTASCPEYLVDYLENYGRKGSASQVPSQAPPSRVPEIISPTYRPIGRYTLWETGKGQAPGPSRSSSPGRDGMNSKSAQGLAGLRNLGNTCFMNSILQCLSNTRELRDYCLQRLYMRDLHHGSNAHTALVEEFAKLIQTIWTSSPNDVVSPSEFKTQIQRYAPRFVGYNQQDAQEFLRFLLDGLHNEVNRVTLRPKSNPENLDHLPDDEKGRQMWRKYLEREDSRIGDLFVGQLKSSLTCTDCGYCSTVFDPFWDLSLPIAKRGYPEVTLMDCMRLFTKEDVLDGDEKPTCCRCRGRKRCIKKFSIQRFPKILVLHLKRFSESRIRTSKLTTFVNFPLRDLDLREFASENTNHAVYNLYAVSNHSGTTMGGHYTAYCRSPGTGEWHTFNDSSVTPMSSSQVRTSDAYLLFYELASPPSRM
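USP2 core (20 nM final) was preincubated with compound for 30 min at RT in 20 mM Tris-HCl pH 8.0, 2 mM CaCl2, 2 mM beta-mercaptoethanol; Ub-PLA2 (20 nM) plus NBD C6-HPC (20 uM) then added, fluorescence read after 2.5 h.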
BRCT PPI red: inhibitors of human BRCA1 BRCT-phosphoprotein interaction (red fluorophore) | hit rate 0.03% among 75,000 | Potency, µM (series often up to 76.9 µM), inactives show at the highest dose activity change, negative = inhibition, most hits filed as inhibitors | BRCT-phosphopeptide binding, red fluorescence polarization | P38398; further: on the % scale 0 is the no-effect control and ±100 the full control effect
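Rhodamine-labelled pBACH1 10-mer (100 nM) bound to BRCT domain (100 nM) at pH 7.3; compounds incubated 12 min room temperature, polarization read. Free peptide defines full inhibition; unlabelled decapeptide titrated as control.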
BRCT PPI green: inhibitors of human BRCA1 BRCT-phosphoprotein interaction (green fluorophore) | hit rate 0.05% among 75,000 | Potency, µM (series often up to 76.9 µM), for inactives: at the highest dose activity change, negative = inhibition, hits mostly inhibitors | BRCA1 BRCT-phosphopeptide binding, green fluorescence polarization;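 further: potency means the concentration at half of the fitted maximal effect; plate controls were peptide without protein for full effect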
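Fluorescence polarization: His-tagged BRCT (~35 kDa BRCA1 C-terminus, 250 nM) bound to 100 nM fluorescein-labeled phosphorylated 10-aa BACH1 peptide, pH 7.3 phosphate buffer with DTT and Tween 20. Compounds incubated 12 min at room temperature; inhibition read as lowered polarization.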
Tau fil binding: binds recombinant human tau filaments; AID 596; recombinant tau filaments, thioflavin S fluorescence, 15 h; filaments grown with octadecylsulfate alongside compound; Potency, µM (top dose mostly 57.1 µM), without a hit: at the highest dose activity change, negative = inhibition; P10636; hit rate 2% among 71,000;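 further: potency means the concentration at half of the fitted maximal effect; on the % scale 0 is the no-effect control and ±100 the full control effect; actives lower thioflavin S fluorescence by blocking filaments or displacing dye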
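Assay mix: 1 uM His-tagged tau, 30 uM sodium octadecylsulfate, thioflavine S dye in HEPES/NaCl/DTT buffer. Compound is added prior to the inducer. Fluorescence after 15 h at 37 C.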
CRE Fsk mod: modulators of forskolin-stimulated CRE signaling in CHO cells | CHO CRE-bla reporter (cAMP response element driving beta-lactamase), forskolin EC10, beta-lactamase ratio | Potency, µM (series often up to 38.2 µM), without a hit: at the highest dose activity change, negative = inhibition, actives largely listed as activators | hit rate 2.5% among 71,000 | AID 662; active means well fitted activation curve with a large enough effect in the signal ratio, with a control signal flat, not every such curve was filed as active; inconclusive means small, poorly fitted or top-dose-only effect, or effect the other way, or a change in a side signal; the % refers to the signal ratio; further: potency means the concentration at half of the fitted maximal effect; % of control where 0% means no effect
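Forskolin analogue NKH 477 at EC10 stimulated CRE-driven beta-lactamase in CHO cells alongside compound dilution series. Beta-lactamase was measured with CCF4, excitation 405 nm, emission ratio 460/530 nm.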
A350 fluor: compounds fluorescent in Alexa 350 spectral region; max dye-equivalent concentration, M; Compound autofluorescence, 340/450 nm, Alexa 350 dye-equivalents; active compounds read high; hit rate 11% among 59,000; AID 590; in the data active means max dye-equivalent concentration above about 10 nM; inconclusive means mostly about 1.1 nM to 9.6 nM
ERK AVP block: vasopressin-driven ERK pathway inhibition. HEK293-V1b, vasopressin-stimulated pERK AlphaScreen. Potency, µM (highest dose often 57.5 µM), for inactives: top-dose activity, negative = inhibition, hits mostly inhibitors. hit rate 0.99% among 72,000; further: potency means the concentration at half of the fitted maximal effect; on the % scale 0 is the no-effect control and ±100 the full control effect; nearly all actives have a fitted effect of over 55% in size
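Phosphorylated ERK1/2 detected via AlphaScreen bead proximity in lysates of V1b-expressing HEK293 cells given 25 nM vasopressin for 5 min after 30 min compound exposure (37 °C). AC50 from Hill equation; basal DMSO 0%, vasopressin 100%.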
HEK293 cAMP ctrl: raises cAMP in parental HEK293 cells, TSHR agonist counter-screen. parental HEK293 CNG cAMP sensor, membrane potential fluorescence. Potency, µM (top dose mostly 57.1 µM), for the others: top-dose activation, most hits filed as activators. hit rate 2.5% among 73,000. AID 938; further: potency means the concentration at half of the fitted maximal effect; % of control where 0% means no effect; nearly all actives have a fitted effect of over 55% in size
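Parental HEK 293 cells stably expressing a cAMP-gated CNG channel were loaded with membrane potential dye containing 100 uM RO 20-1724 for 60 min. Compound added for 30 min; depolarization read as fluorescence intensity at 590 nm.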
Casp7 inh: blocks human caspase-7 allosterically or competitively; recombinant caspase-7, Ac-DEVD-AFC fluorescence rate; Potency, µM (top dose mostly 57.5 µM), for inactives: top-dose activity change, negative = inhibition, most hits filed as inhibitors; hit rate 0.02% among 75,000; AID 889; active means well fitted inhibition curve with a large enough effect in the main read-out, with a control signal flat, not every such curve was filed as active; inconclusive means small, poorly fitted or top-dose-only effect, or a change in a side signal; further: potency means the concentration at half of the fitted maximal effect; % of control where 0% means no effect
Target sequence (P55210 24-198 limits assumed): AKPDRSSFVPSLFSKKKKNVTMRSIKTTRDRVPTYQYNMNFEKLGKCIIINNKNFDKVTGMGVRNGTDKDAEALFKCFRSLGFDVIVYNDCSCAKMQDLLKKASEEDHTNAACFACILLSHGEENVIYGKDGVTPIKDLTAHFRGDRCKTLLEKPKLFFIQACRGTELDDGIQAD
Target sequence (P55210 207-303 limits assumed): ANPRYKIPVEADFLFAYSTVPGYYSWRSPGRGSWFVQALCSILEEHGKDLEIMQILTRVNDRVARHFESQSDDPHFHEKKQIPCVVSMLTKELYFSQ
An asterisk follows results filed as active; i = inactive; u = inconclusive; x = not tested or not shown; [ ] = dose if it differs, or a comment. Unless noted, the call rests on the fitted dose curve; in most records, active means well fitted curve in the direction sought with a large enough effect; inconclusive means small, poorly fitted or top-dose-only effect, or another doubt; inactive means no such curve, though single readings can be large; an effect the other way counts as inactive or inconclusive. Random draw from the library. About 16% of those tested had a hit in this group.

SMILES	Luciferase inh	Casp1 inh	USP2a inhib	BRCT PPI red	BRCT PPI green	Tau fil binding	CRE Fsk mod	A350 fluor	ERK AVP block	HEK293 cAMP ctrl	Casp7 inh
COC(=O)c1ccc(COc2cc(O)c3c(c2)OC(C)(C)CC3=O)cc1	0%	-3%	-6%	0.7%	-0.1%	-1%	u	i	-18%	u	-1%
Cc1ccccc1NC(=O)CSc1nnc(Cc2cccn2C)n1-c1ccc(F)cc1	3%	4%	x	-0.4%	-0.6%	51%	-10%	x	u	7%	2%
CCN(CC)CCCC(C)n1c(-c2ccccc2)nc2c(N(CCOC)CCOC)nc(C)nc21 (stereo unspecified)	x	0%	x	1.7%	-0.9%	4%	15%	x	13%	u	-1%
COc1cc(CC(=O)OC2CCOC2=O)cc(OC)c1OC (stereo unspecified)	-1%	-1%	3%	-2.1%	0.3%	0%	u	i	31%[activator]	15%	0%
COc1ccccc1NC(=O)c1cccc(NC(=O)c2ccco2)c1	-10%	0%	21%	0.5%	1.8%	12%	8%	i	u	5%	0%
CC(C)Cn1c(N)c(C(=O)CSc2nnnn2-c2ccc(Cl)cc2)c(=O)n(C)c1=O	-5%	2%	10%	0.4%	0.2%	1%	-22%	i	-26%	17%	0%
CCc1ccccc1N1CSC2=C(C#N)C(c3cc(OC)c(OC)cc3OC)CC(=O)N2C1 (stereo unspecified)	-21%	-5%	34%[activator]	1.5%	1.0%	-23%	u	u	-27%	-1%	-7%
O=C(O)[C@@H](c1ccccc1)[C@@H](C(=O)O)c1ccccc1	2%[11.4 µM]	-1%[11.5 µM]	x	-0.4%[15.4 µM]	-3.4%[15.4 µM]	4%[11.4 µM]	8%[7.6 µM]	i	10%[11.5 µM]	2%[11.4 µM]	1%[11.5 µM]
CCNc1ncc2ncc(=O)n(Cc3cccs3)c2n1	0%[11.4 µM]	-7%	-15%	1.5%	0.9%	-16%	u	2.1e-08M*	-30%	u	-13%
CN(C)CCCOc1nn(Cc2ccccc2)c2ccccc12	9%[25.5 µM]	-1%[25.7 µM]	-6%[17.1 µM]	0.6%[34.4 µM]	0.8%[34.4 µM]	-2%[25.6 µM]	6%[17.1 µM]	i	11%[25.7 µM]	7%[25.6 µM]	1%[25.7 µM]
O=c1cc(N2CCc3ccccc3C2)[nH]c(=O)n1-c1ccc(Cl)cc1	0%	-2%	1%	-0.4%	-0.7%	3%	-14%	i	5%	6%[2.29 µM]	1%
O=C1CC(N2CCN(c3ccc(S(=O)(=O)N4CCOCC4)cc3)CC2)C(=O)N1Cc1ccccc1 (stereo unspecified)	2%	-2%	72%[activator]	-0.3%	-1.0%	11%	-7%	i	-14%	-5%	-1%
Cc1ccc(-c2cc(C(=O)NCCN3CCOCC3)no2)cc1	-4%	-2%	4%	1.5%	0.6%	14%	0%	u	-10%	7%	0%
CCS(=O)(=O)N1CCC(c2nc(-c3ccc(C)cc3)no2)CC1	-8%	-2%	-28%	-0.8%	-1.9%	4%	14%	i	0%	10%	0%
CCOC(=O)Cc1csc(NS(=O)(=O)c2ccc3c4c(cccc24)C(=O)N3CC)n1	2%	-15%	-3%	-0.8%	-8.5%	-3%	3%	u	u	17%	-5%
Nc1nnnn1/N=C/C(Br)=C/c1ccccc1	-4%	-2%	-3%	0.4%	-1.5%	-2%	-18%	i	17%	3%	-1%
CCOc1cc(C2CC(=O)N3CN(C4CCCCC4)CSC3=C2C#N)ccc1O (stereo unspecified)	-4%	-2%	x	-0.5%	-0.9%	-19%	-11%	x	-3%	18%	-4%
COc1ccc(CNC(=O)CCCNS(=O)(=O)c2cccc3nonc23)cc1	0%	-1%	4%	0.0%	-0.5%	6%	-3%	i	12%	-1%	1%
CCOc1ccc(C(=O)N2CCCC2)cc1OC	0%	0%	-2%	0.7%	-0.6%	54%	-2%	i	-4%	4%	3%
CCC1=C(OC(=O)N(CC)CC)N2C(=O)OC(=NCCc3c[nH]c4ccccc34)[C@]2(Cc2ccccc2)[C@H]2C1=CC[C@H]1C(=O)N(c3ccccc3)C(=O)[C@H]12	x	-3%	x	-0.5%	-0.2%	x	x	x	-5%	x	-3%
CCOC(=O)c1[nH]c(C)c(C(=O)Nc2ccc(C)cc2C)c1C	0%	2%	x	-2.4%	0.1%	246%	-9%	x	9%	17%	-3%
CC1CCc2nc(NC(=O)c3ccco3)sc2C1 (stereo unspecified)	2µM*	2%	12%	0.6%	-2.2%	-5%	-2%	i	-20%	-1%	0%
Cc1cc(C)cc(-n2ccnc2SCC(=O)Nc2nccs2)c1	0%	2%	-1%	1.2%	-1.6%	5%	14%	i	-19%	5%	-5%
CC(=O)OC1CC(C)(C)N(OC(=O)c2ccccc2)C(C)(C)C1	0%	-2%	-5%	2.6%	-2.1%	2%	-4%	i	43%	u	-4%
Cc1nc(SCN2C(=O)c3ccccc3C2=O)n[nH]1	1%	0%	-1%[7.66 µM]	-0.9%	-1.3%	5%[11.4 µM]	u	x	-13%	1%[11.4 µM]	2%
SMILES	Luciferase inh	Casp1 inh	USP2a inhib	BRCT PPI red	BRCT PPI green	Tau fil binding	CRE Fsk mod	A350 fluor	ERK AVP block	HEK293 cAMP ctrl	Casp7 inh
CCOC(=O)c1c(C)[nH]c(C)c1C(=O)COC(=O)c1cccc(S(=O)(=O)NC)c1	0%	0%	9%	-1.7%	-0.7%	9%	17%	i	4%	8%	-2%
O=C(CNC(=O)c1ccco1)OCc1ccc(C(=O)Oc2ccccc2)cc1	1%	0%	7%	-0.1%	0.0%	1%	u	i	-5%	1%	-5%
COCCn1cc(C(=O)N2CCC(C)CC2)c2c3ccccc3n(C)c2c1=O	0%	0%	7%	-0.8%	-1.2%	9%	7%	7.3e-07M*	-11%	14%	0%
CCOCCCNC(=O)C1CCC(CNS(=O)(=O)c2ccc(F)cc2)CC1 (stereo unspecified)	0%	0%	11%	-2.2%	-2.4%	-2%	u	i	8%	7%	-3%
Cc1ccc(-c2nnc3sc(CCc4ccccc4)nn23)cc1	2%	-4%	38%[activator]	0.8%	0.8%	99%	u	i	11%	u	-13%
CN(C)/C=N/c1cc(=O)n(C)c(=O)n1Cc1ccccc1	x	1%	x	0.0%	-1.4%	x	x	x	-16%	x	1%
Cc1ccc(C(=O)N(Cc2nc(-c3ccc(C)cc3)no2)C(C)C)cc1	2%	-2%	x	-0.5%	0.6%	18%	-3%	x	-4%	u	-4%
CN1C(=O)c2ccccc2C(C(=O)NCCCN2CCCC2=O)C1c1c[nH]c2ccccc12 (stereo unspecified)	2%	0%	7%	-0.9%	-3.9%	2%	-6%	i	21%	1%	1%
Brc1ccc(-c2cn3cccnc3n2)cc1	u	-2%	5%	-1.4%	-0.5%	-10%	-2%	4e-07M*	11%	3%	0%
Cc1ccccc1NC(=O)CSC(N)=O	-8%	-1%	6%	-0.1%	-1.2%	1%	u	i	44%[activator]	-9%	-1%
C=C(c1ccc(O)cc1)c1ccc(O)cc1	0%	-1%	-2%	0.3%	-0.8%	-2%	-19%	u	-1%	-3%	0%
COc1ccccc1Cn1c(CCCO)nc2ccccc21	-3%	-1%	8%	0.7%	-1.6%	3%	-9%	i	-2%	20%	-1%
CCOc1ccccc1CN(Cc1ccco1)S(=O)(=O)c1ccc(-n2cnnn2)c(OC)c1	1%	-3%	u	-2.9%	-2.1%	4%	u	i	17%	10µM*	-3%
CNc1cc(-n2nc(C)cc2-c2ccccc2)ncn1	-2%	-3%	4%	-2.8%	-0.9%	11%	6%	x	-24%	6%	0%
Cc1ccc(S(=O)(=O)NCCCN(C)C)cc1	1%	0%	0%	2.2%	-2.8%	-6%	-1%	i	-1%	14%	2%
CCCCn1c(SCC(=O)Nc2cc(C)[nH]n2)nc2ccsc2c1=O	-3%	-1%	11%	-0.4%	1.2%	3%	u	u	u	u	-1%
O=C(C1CC1)N1CCc2cc(Br)cc(S(=O)(=O)NCC3COc4ccccc4O3)c21 (stereo unspecified)	1%	1%	56%[activator]	-0.6%	1.0%	102%	-11%	i	-5%	16µM*	0%
c1ccc(CN2CCN(c3nc4ccccc4n4cnnc34)CC2)cc1	-4%	0%	x	1.4%	0.1%	49%	13µM*	x	-16%	15%	-7%
CS(=O)(=O)N1CCC2(CC1)CN(c1cccc(-c3ccccc3)c1)C2	-9%[11.4 µM]	-2%	62%[activator]	-1.9%	-6.6%	-27%	12%	i	-12%	-17%	-3%
Cc1ccc(S(=O)(=O)C2(C(=O)Nc3ccc4c(c3)OCO4)CC2)cc1	4%	-3%	x	-1.5%	-0.6%	-20%	-6%	x	-19%	6%	0%
COc1ccc(OC)c(NC(=O)C2C3CCC(O3)C2C(=O)O)c1 (stereo unspecified)	0%	-4%	1%	-0.1%	-0.3%	-11%	u	x	-12%	-1%	1%
